TRPC4 block: inhibitors of mouse TRPC4 channel. HEK293 TRPC4beta/mu-opioid, DAMGO-evoked Fluo4 calcium flux; hits give low values. Q9QUQ5. B-score at 10 µM. 300,000 tested, 0.39% active;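 active = B-score over 3 SD under the library average, no early fluorescence shift, positive overall ratio signal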
Target sequence (Q9QUQ5 whole entry, looked up): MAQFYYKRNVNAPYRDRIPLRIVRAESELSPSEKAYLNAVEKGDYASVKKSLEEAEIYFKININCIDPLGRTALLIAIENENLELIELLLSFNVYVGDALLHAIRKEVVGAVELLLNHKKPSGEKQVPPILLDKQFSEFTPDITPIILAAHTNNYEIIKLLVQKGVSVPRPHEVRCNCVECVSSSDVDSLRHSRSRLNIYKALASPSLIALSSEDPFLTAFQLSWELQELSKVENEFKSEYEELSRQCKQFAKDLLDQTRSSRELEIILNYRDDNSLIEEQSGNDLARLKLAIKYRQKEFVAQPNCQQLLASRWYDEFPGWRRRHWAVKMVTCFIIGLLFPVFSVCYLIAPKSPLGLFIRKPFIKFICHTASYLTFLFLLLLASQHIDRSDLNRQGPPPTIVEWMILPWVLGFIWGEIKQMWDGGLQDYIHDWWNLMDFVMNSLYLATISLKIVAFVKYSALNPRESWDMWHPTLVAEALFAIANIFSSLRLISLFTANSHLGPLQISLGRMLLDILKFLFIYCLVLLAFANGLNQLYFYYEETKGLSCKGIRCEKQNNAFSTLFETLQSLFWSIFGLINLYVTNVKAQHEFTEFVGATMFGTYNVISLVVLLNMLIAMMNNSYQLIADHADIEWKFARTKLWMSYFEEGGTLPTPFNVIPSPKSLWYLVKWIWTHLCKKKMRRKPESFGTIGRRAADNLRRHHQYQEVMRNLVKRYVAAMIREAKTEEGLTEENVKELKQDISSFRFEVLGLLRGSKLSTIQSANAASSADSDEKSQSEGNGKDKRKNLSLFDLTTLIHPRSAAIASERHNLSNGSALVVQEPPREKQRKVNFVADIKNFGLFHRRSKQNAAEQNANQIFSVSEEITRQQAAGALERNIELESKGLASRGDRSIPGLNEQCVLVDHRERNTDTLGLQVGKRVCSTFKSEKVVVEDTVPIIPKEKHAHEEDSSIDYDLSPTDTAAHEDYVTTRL
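System: stable TRPC4beta/mu-opioid receptor HEK293 cells; Dosing: single-point compound dosing; Measured by: Fluo4 Ca2+ flux fluorescence; Read-out basis: per-well B score of integrated baseline-normalized Fluo4 ratio.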
RGS4 pot: RGS4 potentiation or activation | AID 463111 | B-score at 10 µM | HEK293 M3R/inducible RGS4, carbachol calcium flux Fluo4; hits give low values | 310,000 tested, 0.92% active;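 active = B-score of the integrated calcium signal more than 4 SD below the library mean, with starting fluorescence not abnormally high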;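 also: negative B-score means reduced calcium response which marks RGS4 activation or potentiation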
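Also added: carbachol at ECmax as muscarinic agonist stimulus; Assay system: HEK293 cells with stable M3R and inducible RGS4; Timing: overnight RGS4 induction, 30 min dye load 37 °C, 20 min compound RT; Measured by: Fluo4-AM (2 µM) calcium-flux fluorescence, kinetic read.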
RGS4 block: human RGS4 inhibition | P49798 | HEK293 M3R/RGS4 inducible, Fluo-4 calcium flux; hits give high values; triggered by carbachol at its EC20 | B-score at 10 µM | 310,000 tested, 0.45% active;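 active = B-score, a plate-corrected calcium signal, over three deviations above library mean, with baseline fluorescence within five deviations of library mean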;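 also: RGS4 expression induced by doxycycline in cells with stable M3 receptor; B-score is computed from the integrated fluorescence ratio over baseline after carbachol; higher B-score means a larger calcium signal and so more RGS4 inhibition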
HIF act: HIF pathway transcriptional activation. activation, % at 7.5 µM (by protocol). 300,000 tested, 0.32% active. U2OS HRE-luciferase reporter, luminescence; normalized: DMSO 0%, desferrioxamine 100%;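 active = mean activation of at least 10% of the iron chelator positive control signal, with at least half of replicates also reaching 10%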
MrgX1 ag: activates human MrgX1 receptor signaling | MrgX1-HEK293 cells, Fluo-4 calcium fluorescence, agonist mode; hits give high values | 310,000 tested, 0.44% active | Q96LB2 | B-score at 10 µM | AID 588627;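 active = calcium response B-score plate-corrected fluorescence ratio at least 3 library SD, with starting fluorescence B-score inside 5 SD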
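Material – MrgX1-expressing HEK293 cells · Input – 15,000 cells seeded per well · Dosing – compound as first of three additions · Times – overnight seeding, then 1 h dark dye loading · Measured by – kinetic Fluo-4 NW fluorescence of intracellular calcium · Read-out – B-scored fluorescence response ratio · Benchmarks – positive and negative control wells on each plate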
TRPC6 inh: blocks the mouse TRPC6 cation channel. Q61143. HEK293-TRPC6, membrane potential dye, ACh-evoked depolarization; hits give low values. B-score at 10 µM. 310,000 tested, 1.1% active. AID 2553;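 active = B-score under library mean minus 3 SD, initial fluorescence not abnormally high, positive integrated signal ratio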;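 also: B-score derived from integrated fluorescence ratio over the kinetic read; more negative B-score means stronger inhibition of depolarization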
Platelet DG rel: modulates dense granule release in human platelets; human platelet-rich plasma, SFLLRN dense granule ATP release, luminescence; inhibition, %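 (compounds screened at 7.5 µM in platelet-rich plasma)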; 300,000 tested, 0.22% active; AID 1663;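 active = mean replicate score, as percent of positive control, at or above 50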
TRPC6 act: activates the mouse TRPC6 cation channel | Q61143 | B-score at 10 µM | HEK293-TRPC6 membrane potential dye fluorescence; hits give high values | 310,000 tested, 0.13% active;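 active = B-score of the integrated fluorescence ratio above library mean plus 3 SD, and starting fluorescence ratio within library mean plus 5 SD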;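 also: higher score means more depolarization so channel activation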
MrgX1 allo act: human MrgX1 positive allosteric modulation, primary screen; 310,000 tested, 0.63% active; MrgX1-HEK293, Fluo-4 calcium flux, FDSS; hits give high values; Q96LB2; B-score at 10 µM; AID 588675;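 active = plate-corrected calcium response at least 3 library SD above typical, normal starting fluorescence, not activating the receptor alone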;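 also: compound read alongside a low EC10 to EC30 dose of BAM8-22 agonist; peak minus trough fluorescence over baseline measured at the second addition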
MrgX1 antag: antagonists of human MrgX1 receptor; B-score at 10 µM; 310,000 tested, 1.3% active; MRGX1-HEK293 calcium flux, Fluo-4, BAM8-22 antagonism; hits give low values;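 active = calcium-response B-score plate-corrected more than 3 library SD below zero, starting fluorescence within 5 deviations, no agonist response on first addition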;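 also: peak minus trough fluorescence over baseline after final BAM8-22 challenge near maximal dose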
SKKanGAS inh: inhibitors of SKKanGAS S. pyogenes growth in kanamycin (SK-promoter or general growth effect); 300,000 tested, 1.3% active; inhibition, % at 7.5 µM; AID 1662; BacTiter-Glo, 6 h;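 active = mean replicate score, as percent of positive control median, at least 50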;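 also: strain carries kanamycin resistance gene driven by streptokinase promoter and grows in 40 µg/ml kanamycin; loss of luminescence reflects streptokinase promoter inhibition or plain growth inhibition; 0% = median of DMSO wells and 100% = positive control at its reference dose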
* = called active by the depositor. Not a hit list. About 6.1% of those tested had a hit in this group.

Screening COc1cc(C2=NOC(C(=O)Nc3cccnc3)C2)cc(OC)c1OC (stereo not drawn) returned TRPC4 block inactive, RGS4 pot inactive, RGS4 block inactive, HIF act 0.0, MrgX1 ag inactive, TRPC6 inh inactive, Platelet DG rel 7.4, TRPC6 act inactive, MrgX1 allo act inactive, MrgX1 antag inactive and SKKanGAS inh 7.4.
For CCOC(=O)c1c(NC(=O)c2cccs2)sc(C)c1C the results were TRPC4 block inactive, RGS4 pot inactive, RGS4 block inactive, HIF act -0.1, MrgX1 ag inactive, TRPC6 inh inactive, Platelet DG rel -27.9, TRPC6 act inactive, MrgX1 allo act inactive, MrgX1 antag inactive and SKKanGAS inh 1.0.
Screening CCOc1ccc(C/C(O)=C2\C(=O)CC(C)(C)CC2=NCC(=O)O)cc1OCC returned TRPC4 block inactive, RGS4 pot inactive, RGS4 block inactive, HIF act 0.6, MrgX1 ag inactive, TRPC6 inh inactive, Platelet DG rel -0.5, TRPC6 act inactive, MrgX1 allo act inactive, MrgX1 antag inactive and SKKanGAS inh -3.2.
CCOc1ccc(N(CC(=O)NC2CCCCC2)C(=O)CNC(=O)c2cccs2)cc1 was read as TRPC4 block inactive, RGS4 pot inactive, RGS4 block inactive, HIF act 0.0, MrgX1 ag inactive, TRPC6 inh inactive, Platelet DG rel -0.5, TRPC6 act inactive, MrgX1 allo act inactive, MrgX1 antag inactive and SKKanGAS inh -0.4.
O=C(NC(=S)Nc1ccccc1Cl)c1csnn1 was read as TRPC4 block inactive, RGS4 pot inactive, RGS4 block inactive, HIF act 0.7, MrgX1 ag inactive, TRPC6 inh inactive, Platelet DG rel 4.5, TRPC6 act inactive, MrgX1 allo act inactive, MrgX1 antag inactive and SKKanGAS inh 8.4.
For Cn1c(Cc2csc(N)n2)nnc1SCC(=O)NC1CCCCC1 the results were TRPC4 block inactive, RGS4 pot inactive, RGS4 block inactive, MrgX1 ag inactive, TRPC6 inh inactive, TRPC6 act inactive, MrgX1 allo act inactive and MrgX1 antag inactive.
Screening COc1ccc(Cl)cc1NC(=O)COC(=O)CCc1cc(OC)c(OC)c(OC)c1 returned TRPC4 block inactive, RGS4 pot inactive, RGS4 block inactive, HIF act 0.0, MrgX1 ag inactive, TRPC6 inh inactive, Platelet DG rel -3.5, TRPC6 act inactive, MrgX1 allo act inactive, MrgX1 antag inactive and SKKanGAS inh 10.2.
Screening CC(C)CNC(=S)NNC(=O)c1ccccc1OC(F)F returned TRPC4 block inactive, RGS4 pot inactive, RGS4 block inactive, HIF act -0.2, MrgX1 ag inactive, TRPC6 inh inactive, Platelet DG rel 12.7, TRPC6 act inactive, MrgX1 allo act inactive, MrgX1 antag inactive and SKKanGAS inh 1.0.
Screening COc1ccc(NC(=O)COC(=O)C23CCC(=O)N2c2ccccc2S3)cc1 (stereo not drawn) returned TRPC4 block inactive, RGS4 pot inactive, RGS4 block inactive, HIF act -0.1, MrgX1 ag inactive, TRPC6 inh inactive, Platelet DG rel -6.2, TRPC6 act inactive, MrgX1 allo act inactive, MrgX1 antag inactive and SKKanGAS inh -0.5.
CCCCCOc1ccc(CSCCNC(=S)Nc2ccccc2)cc1 was read as TRPC4 block inactive, RGS4 pot inactive, RGS4 block inactive, HIF act 0.9, MrgX1 ag inactive, TRPC6 inh inactive, Platelet DG rel 0.7, TRPC6 act inactive, MrgX1 allo act inactive, MrgX1 antag inactive and SKKanGAS inh 25.4.
Cc1c(NC(=O)C(C)Oc2ccc(Br)cc2Cl)c(=O)n(-c2ccccc2)n1C (stereo not drawn) was read as TRPC4 block inactive, RGS4 pot inactive, RGS4 block inactive, HIF act -0.2, MrgX1 ag inactive, TRPC6 inh inactive, Platelet DG rel 9.8, TRPC6 act inactive, MrgX1 allo act inactive, MrgX1 antag inactive and SKKanGAS inh 1.1.
For COc1cccc(NC(=O)COc2ccc(Br)c(C)c2)c1 the results were TRPC4 block inactive, RGS4 pot inactive, RGS4 block inactive, HIF act 1.5, MrgX1 ag inactive, TRPC6 inh inactive, Platelet DG rel -2.2, TRPC6 act inactive, MrgX1 allo act inactive, MrgX1 antag inactive and SKKanGAS inh -1.9.
Cc1ccc(S(=O)(=O)CC2CSc3nnc(C)c(=O)n32)cc1 (stereo not drawn) was read as TRPC4 block inactive, RGS4 pot inactive, RGS4 block inactive, HIF act 1.4, MrgX1 ag inactive, TRPC6 inh inactive, Platelet DG rel -4.9, TRPC6 act inactive, MrgX1 allo act inactive, MrgX1 antag inactive and SKKanGAS inh -2.8.
For O=C(NCc1ccc2c(c1)OCO2)C1CCC(CNS(=O)(=O)c2ccccc2)CC1 (stereo not drawn) the results were TRPC4 block inactive, RGS4 pot inactive, RGS4 block inactive, HIF act -0.2, MrgX1 ag inactive, TRPC6 inh inactive, Platelet DG rel 61.1*, TRPC6 act inactive, MrgX1 allo act inactive, MrgX1 antag inactive and SKKanGAS inh -31.4.
`Cc1cccc(NS(=O)(=O)c2ccc3oc(=O)ccc3c2)c1C` gave TRPC4 block inactive, RGS4 pot inactive, RGS4 block inactive, HIF act -0.3, MrgX1 ag inactive, TRPC6 inh inactive, Platelet DG rel 2.4, TRPC6 act inactive, MrgX1 allo act inactive, MrgX1 antag inactive and SKKanGAS inh 1.5.
`Cn1c(-c2ccccc2)c(C(=O)CCl)c2ccccc21` gave TRPC4 block inactive, RGS4 pot inactive, RGS4 block inactive, HIF act -7.3, TRPC6 inh inactive, Platelet DG rel 2.0, TRPC6 act inactive and SKKanGAS inh 6.8.
For Cc1ccc(C(C)n2cc(C(=O)NCCN3CCN(C)CC3)nn2)cc1 (stereo not drawn) the results were TRPC4 block inactive, RGS4 pot inactive, RGS4 block inactive, HIF act -0.2, MrgX1 ag inactive, TRPC6 inh inactive, Platelet DG rel 2.9, TRPC6 act inactive, MrgX1 allo act inactive, MrgX1 antag inactive and SKKanGAS inh 9.2.
`CC(C)NC(=O)C(=O)NCCN1CCN(S(=O)(=O)c2ccc(Cl)cc2)CC1` gave TRPC4 block inactive, RGS4 pot inactive, RGS4 block inactive, HIF act 0.2, MrgX1 ag inactive, TRPC6 inh inactive, Platelet DG rel -9.2, TRPC6 act inactive, MrgX1 allo act inactive, MrgX1 antag inactive and SKKanGAS inh -10.4.
`COc1ccc2cnn(Cc3ccccc3)c(=O)c2c1OC` gave TRPC4 block inactive, RGS4 pot inactive, RGS4 block inactive, HIF act 0.6, MrgX1 ag inactive, TRPC6 inh inactive, Platelet DG rel -5.7, TRPC6 act inactive, MrgX1 allo act inactive, MrgX1 antag inactive and SKKanGAS inh -3.0.
Screening Nc1nc(N2CCOCC2)nc2ccccc12 returned TRPC4 block inactive, RGS4 pot inactive, RGS4 block inactive, HIF act 0.1, MrgX1 ag inactive, TRPC6 inh inactive, Platelet DG rel -1.5, TRPC6 act inactive, MrgX1 allo act inactive, MrgX1 antag inactive and SKKanGAS inh -7.3.
Cc1ccc(S(=O)(=O)N(Cc2cccc(Cl)c2)C(=O)N2CCN(C)CC2)cc1 was read as TRPC4 block inactive, RGS4 pot inactive, RGS4 block inactive, HIF act 0.4, MrgX1 ag inactive, TRPC6 inh inactive, Platelet DG rel -12.4, TRPC6 act inactive, MrgX1 allo act inactive, MrgX1 antag inactive and SKKanGAS inh -4.0.
For O=C(O)CCC(=O)Nc1ccc(Br)cc1C(=O)c1ccccc1Cl the results were TRPC4 block inactive, RGS4 pot inactive, RGS4 block inactive, HIF act 0.1, MrgX1 ag inactive, TRPC6 inh inactive, Platelet DG rel 0.0, TRPC6 act inactive, MrgX1 allo act inactive, MrgX1 antag inactive and SKKanGAS inh -8.2.
For COc1ccc(NC(NC(=O)c2ccc(OC)cc2)C(Cl)(Cl)Cl)cc1 (stereo not drawn) the results were TRPC4 block inactive, RGS4 pot inactive, RGS4 block inactive, HIF act -0.4, MrgX1 ag inactive, TRPC6 inh inactive, Platelet DG rel -3.1, TRPC6 act inactive, MrgX1 allo act inactive, MrgX1 antag inactive and SKKanGAS inh 6.7.
For Cc1cc(C(=O)OCC(=O)Nc2nccs2)c2ccccc2n1 the results were TRPC4 block inactive, RGS4 pot inactive, RGS4 block inactive, HIF act -0.3, MrgX1 ag inactive, TRPC6 inh inactive, Platelet DG rel 1.2, TRPC6 act inactive, MrgX1 allo act inactive, MrgX1 antag inactive and SKKanGAS inh -7.3.
For O=C(NCc1ccccc1)/C(=C\c1ccc([N+](=O)[O-])cc1)NC(=O)c1ccco1 the results were TRPC4 block inactive, RGS4 pot inactive, RGS4 block inactive, HIF act -0.3, MrgX1 ag inactive, TRPC6 inh inactive, Platelet DG rel -10.1, TRPC6 act inactive, MrgX1 allo act inactive, MrgX1 antag inactive and SKKanGAS inh -0.9.
For CCOc1ccc(C(=O)Nc2c3c(nn2-c2ccc(F)cc2)CS(=O)C3)cc1 (stereo not drawn) the results were TRPC4 block inactive, RGS4 pot inactive, RGS4 block inactive, HIF act 0.0, MrgX1 ag inactive, TRPC6 inh inactive, Platelet DG rel -0.3, TRPC6 act inactive, MrgX1 allo act inactive, MrgX1 antag inactive and SKKanGAS inh -3.5.
CCN1CCCC(CO)(Cc2ccccc2)C1 (stereo not drawn) was read as TRPC4 block inactive, RGS4 pot inactive, RGS4 block inactive, HIF act 0.2, MrgX1 ag inactive, TRPC6 inh inactive, Platelet DG rel -4.5, TRPC6 act inactive, MrgX1 allo act inactive, MrgX1 antag inactive and SKKanGAS inh 1.4.
Screening Cc1cccc(Cn2c(=O)oc3ccc(C)cc32)c1 returned TRPC4 block inactive, RGS4 pot inactive, RGS4 block inactive, HIF act -0.6, MrgX1 ag inactive, TRPC6 inh inactive, Platelet DG rel 3.6, TRPC6 act inactive, MrgX1 allo act inactive, MrgX1 antag inactive and SKKanGAS inh 15.6.
CCc1nnc(NC(=O)CSc2nc3ccccc3c(=O)n2CCCOC)s1 was read as TRPC4 block inactive, RGS4 pot inactive, RGS4 block inactive, HIF act -0.4, MrgX1 ag inactive, TRPC6 inh inactive, Platelet DG rel -1.7, TRPC6 act inactive, MrgX1 allo act inactive, MrgX1 antag inactive and SKKanGAS inh -4.9.

Assay outcomes from PubChem.
